CHRM1 antagonist: human M1 muscarinic receptor antagonists, primary screen, CHO-K1 cells, Fluo-8 calcium fluorescence, 1536-well. CHO-K1 hM1, ACh EC80 antagonist. inhibition, % at 3 µM. hit rate 1.3% among 360,000. AID 588852, 2011. Muscarinic acetylcholine receptor M1 (Homo sapiens), P11229;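 active = percent inhibition above its own plate's cutoff, namely the mean of that plate's compound wells plus 3 SD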;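 note: peak over basal fluorescence ratio during 140 s after agonist addition; 0% = ACh EC80 plus DMSO and 100% = DMSO alone without agonist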
Target sequence (P11229 whole entry, looked up): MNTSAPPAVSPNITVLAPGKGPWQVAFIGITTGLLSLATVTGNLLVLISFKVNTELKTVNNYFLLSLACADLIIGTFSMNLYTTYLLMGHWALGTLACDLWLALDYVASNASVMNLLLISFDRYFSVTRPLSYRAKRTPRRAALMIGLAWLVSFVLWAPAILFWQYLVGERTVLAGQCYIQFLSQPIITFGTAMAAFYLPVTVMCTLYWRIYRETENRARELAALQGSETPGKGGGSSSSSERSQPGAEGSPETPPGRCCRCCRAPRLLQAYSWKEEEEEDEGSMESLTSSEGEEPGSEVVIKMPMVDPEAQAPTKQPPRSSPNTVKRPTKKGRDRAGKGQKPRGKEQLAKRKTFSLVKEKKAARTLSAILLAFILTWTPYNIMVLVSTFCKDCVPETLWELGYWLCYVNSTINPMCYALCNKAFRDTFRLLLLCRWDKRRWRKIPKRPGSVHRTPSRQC
OXTR potentiate: human OXTR potentiators, primary screen, fluorescence, CHO-OTR cells, Fluo-8 calcium; activation, % at 3 µM; AID 2445, 2010; hit rate 0.061% among 320,000; Fluo-8 calcium fluorescence, potentiator mode; 0% = oxytocin EC15, 100% = EC100;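 active = activation above that plate's cutoff, the mean activation of tested compounds plus 3 SD, cut at about 6.6% in these data, passing the limit was not always enough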;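 note: 100% uses oxytocin at 75 nM as the full agonist control; some results filed as inactive read as strong as hits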
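Assay system: CHO cell line stably expressing human OTR | Also added: Oxytocin at about EC15, sub-maximal agonist stimulus | Times: Compound 6 min at room temperature before oxytocin, 100 s read | Measured by: Fluo-8 intracellular calcium fluorescence, ex 470-495, em 515-575 nm | Controls: EC15 oxytocin alone as 0%, 75 nM oxytocin as 100%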
CHO parental Ca: ATP-evoked calcium signal inhibitors, parental CHO, primary screen, counter-screen for OX1R antagonist project, cell-based, fluorescence, Fluo-8 calcium dye; hit rate 0.63% among 330,000; inhibition, % at 5.6 µM; parental CHO-K1, ATP-induced calcium, Fluo-8 fluorescence; AID 463079, 2010;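 active = inhibition above that plate's mean sample inhibition plus 3 SD, cut at about 26% in these data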;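 note: 0% = ATP-challenged DMSO wells and 100% = DMSO wells without ATP; some compounds past the cut are filed as inactive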
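Test system: parental CHO cells; detection: calcium-sensitive Fluo-8 fluorescence; evaluation: percent inhibition of calcium signal; also added: ATP as calcium-mobilizing challenge; repeats: one well per compound; control set: ATP-challenged DMSO wells low, unchallenged DMSO wells high; compound: single nominal dose of 5.6 µM per compound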
M1 PAM: human M1 muscarinic receptor positive allosteric modulators, primary screen, CHO-K1 cells, Fluo-8 calcium fluorescence, 1536-well; Muscarinic acetylcholine receptor M1 (Homo sapiens), P11229; CHO-K1 hM1, ACh EC20; 0% = ACh EC20, 100% = maximal ACh; activation, % at 3 µM; hit rate 0.088% among 360,000; AID 588819, 2011; in the data active = activation above about 19%, passing the limit was not always enough
M1 ag parental: counter-screen for M1 agonists: effect in parental CHO-K1 cells. activation, % at 3 µM. Fluo-8 calcium fluorescence; scaled to maximal ATP response, vehicle zero. hit rate 0.48% among 360,000; in the data active = activation above about 15%;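 note: untransfected CHO-K1 host cells lacking M1 receptor as counterscreen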
M4 ag: human M4 muscarinic receptor agonists, primary screen, CHO-K1 cells, Fluo-8 calcium fluorescence | Muscarinic acetylcholine receptor M4 (Homo sapiens), P08173 | CHO-K1 hM4/Gqi5; vehicle 0%, full acetylcholine response 100% | activation, % at 3 µM | hit rate 0.14% among 360,000;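 active = activation above the run mean over all test wells plus 3 SD, cut at about 32% in these data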;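 note: peak over basal fluorescence ratio per well then scaled between controls; 0% = DMSO wells and 100% = acetylcholine at EC100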
Target sequence (P08173 whole entry, looked up): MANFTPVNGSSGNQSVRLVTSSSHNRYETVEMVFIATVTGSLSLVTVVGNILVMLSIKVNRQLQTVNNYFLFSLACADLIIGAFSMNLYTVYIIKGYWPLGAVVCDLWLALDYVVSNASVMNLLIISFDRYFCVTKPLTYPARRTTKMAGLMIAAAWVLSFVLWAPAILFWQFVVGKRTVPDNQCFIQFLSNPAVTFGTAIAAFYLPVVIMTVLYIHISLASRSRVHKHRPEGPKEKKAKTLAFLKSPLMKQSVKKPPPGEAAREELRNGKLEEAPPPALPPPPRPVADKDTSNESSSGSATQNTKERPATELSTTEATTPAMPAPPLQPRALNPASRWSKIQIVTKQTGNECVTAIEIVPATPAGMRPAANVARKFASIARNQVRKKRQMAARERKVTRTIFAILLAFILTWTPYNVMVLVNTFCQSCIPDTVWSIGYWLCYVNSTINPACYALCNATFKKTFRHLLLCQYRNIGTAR
M1 ag: human M1 muscarinic receptor agonists, primary screen, Fluo-8 calcium fluorescence, CHO-K1 cells, HTS | CHO-K1 hM1, agonist mode; 0% DMSO, 100% acetylcholine EC100 | hit rate 0.33% among 360,000 | activation, % at 3 µM;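 active = activation above the run's mean compound activation plus 3 SD, cut at about 16% in these data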;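 note: peak over basal fluorescence ratio within a 140 s kinetic read after compound addition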
CHO-K1 Ca antag: counter-screen for M1 antagonists: effect in parental CHO-K1 cells. hit rate 0.6% among 360,000. inhibition, % at 3 µM. ATP-induced calcium, Fluo-8 fluorescence;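 active = inhibition above a per-plate cutoff, the plate's mean sample inhibition plus 3 SD, cut at about 24% in these data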;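 note: 0% = DMSO plus EC80 ATP and 100% = DMSO alone without ATP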
CHRM4 antagonist: human M4 muscarinic receptor antagonists, primary screen, CHO cells, Fluo-8 calcium fluorescence. Muscarinic acetylcholine receptor M4 (Homo sapiens), P08173. CHO-hM4 cells, ACh EC80. inhibition, % at 3 µM. hit rate 0.73% among 360,000. AID 624125, 2012;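 active = inhibition above its plate's cutoff, the mean inhibition of sample wells plus 3 SD, cut at about 27% in these data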;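 note: 0% = acetylcholine EC80 with DMSO and 100% = DMSO without agonist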
An asterisk follows results filed as active; . = not tested or not shown.

Order of results – M1 ag	M4 ag	M1 PAM	OXTR potentiate	CHRM1 antagonist	CHRM4 antagonist	CHO parental Ca	CHO-K1 Ca antag	M1 ag parental
- CCOC(=O)Cc1csc(NC(=O)CSc2nnc(Cc3csc(N)n3)n2C)n1
  -4	1	-7	-14	-17	8	-16	-3	0.9
- Cc1ccc(N2CC(C(=O)N3CCN(c4ccccc4)CC3)CC2=O)cc1 (stereo not given)
  -4	2	9	-2	-9	-3	-16	-25	0.2
- COc1ccc(C(=O)Cc2ccc(OC)c(OC)c2)cc1
  -1	10	-8	-2	6	6	-8	19	2.9
- COc1c(F)c(F)c(C(=O)O)c(Nc2ccccc2)c1F
  -3	1	-8	-1	12	6	-1	-33	-0.1
- CCOCCCn1c(SCC(=O)Nc2oc(C)c3c(C)n[nH]c(=O)c23)nc2ccccc2c1=O
  -4	0	7	.	-10	-25	.	0	0.1
- COc1ccc(NC(=O)CSc2nc3ccccc3nc2N2CCCC2)c(OC)c1
  -1	2	8	-2	-12	-6	-18	-5	0.3
- Cc1nc2cc(OC3(C)CCN(Cc4ccc(OC(F)(F)F)cc4)C3)ccc2s1 (stereo not given)
  -7	3	-5	.	-5	-5	.	5	1.6
- O=C(Nc1ccccc1)N1CCCC2CCCCC21 (stereo not given)
  -4	1	4	0	1	-3	-14	-9	0.6
- COCCn1cnc2c1c(=O)[nH]c(=O)n2Cc1ccccc1
  -4	2	-4	-10	4	-6	1	-4	0.8
- O=C(Nc1ccc(-c2ccc3nncn3n2)cc1)C1CCCCC1
  -2	2	0	-12	-20	0	-6	-6	1.1
- CCCNc1ccc(S(=O)(=O)N(CC)CC)cn1
  -7	0	5	-8	-5	-4	15	-8	0.1
- CC(=O)c1cccc(NC(=O)c2ccc(CN3CCc4ccccc4C3)cc2)c1
  -7	6	1	1	2	1	-13	-5	2.4
- CCOc1ccccc1-c1nnc(SCC(=O)Nc2ccccc2)o1
  0	4	-7	-4	-3	-21	-23	12	0.0
- Cc1c(NC(=O)/C(C#N)=C/c2ccccc2)c(=O)n(-c2ccccc2)n1C
  -8	1	5	-8	-9	-3	5	-10	-0.1
- O=C(NC1CCN(C(=S)Nc2ccccc2Cl)CC1)C1CCCCC1
  -10	1	9	-2	-13	-16	-9	-13	1.5
- COc1cc(NS(=O)(=O)c2c(C)[nH]c(C)c2C(=O)N2CCCC2)cc(OC)c1OC
  2	2	14	-5	-6	-17	4	-28	-0.1
- C=CCN1C2CCCC1CC(NC(=S)Nc1ccc(Cl)cc1)C2 (stereo not given)
  -5	7	-3	-25	4	1	-3	-11	2.6
- COc1ccc(NC(=S)NC(=O)c2ccccc2Cl)cc1
  -9	0	1	1	6	8	-8	-7	1.9
- CC(=O)c1cccc(NC(=O)CSc2nc(=O)n(CCN3CCOCC3)c3c2CCCC3)c1
  -6	15	3	0	-4	-12	-48	5	2.6
- S=c1[nH]c(-c2ccccc2)cn1/N=C/c1cccs1
  -4	1	-2	3	6	-2	-9	-15	1.4
- CCOC(=O)N1CCN(C(=O)c2ccc(Cn3c(=S)[nH]c4cc5c(cc4c3=O)OCO5)cc2)CC1
  -1	-2	6	1	-1	-4	-14	-15	0.2
- COC(=O)C1=C(COc2ccccc2)NC(=O)NC1c1ccc(Br)cc1 (stereo not given)
  -1	1	0	-6	5	11	-21	-10	0.5
- Cc1ccc(Nc2nc(NCc3cccs3)nc3ccsc23)c(C)c1
  6	20	-15	.	13	6	.	8	6.6
- O=S(=O)(Nc1nc2ccccc2nc1N1CCN(c2ccccc2F)CC1)c1ccc(Cl)cc1
  -2	0	4	-1	-1	0	-5	4	0.3
- CCCOc1ccc(C(=O)N(Cc2cccs2)C2CCS(=O)(=O)C2)cc1 (stereo not given)
  -1	3	13	-7	-12	1	-8	8	1.0
- Clc1ccc(COc2ccccc2-c2ccnc3ncnn23)cc1
  -6	1	4	-4	-3	-2	-16	-12	0.2
- Cc1nc2ccc(NC(=O)COc3cccc(F)c3)cc2s1
  -3	10	2	-13	3	-22	-5	-16	3.9
- COc1ccccc1C(=O)NCCn1cc(SCC(=O)Nc2cc(C)on2)c2ccccc21
  -3	15	0	-1	6	2	-19	-13	6.4
- CC[C@]12c3[nH]c4ccc(Cl)cc4c3CCN1C(=O)[C@@H](CC(=O)NCC13CC4CC(CC(C4)C1)C3)C[C@@H]2C(=O)N1CCN(C(=O)C2CC2)CC1
  -10	2	-1	.	-9	24	0	-5	-0.1
- Cc1cc2c(c(=O)n1CCN(C)C)C(c1ccc(Br)cc1)C(C#N)=C(N)O2 (stereo not given)
  -5	1	3	6	-2	1	-5	-13	0.1
- COc1ccc(C(=O)NCc2cccs2)cc1S(=O)(=O)N1CCOCC1
  -4	0	6	-2	-4	-8	-12	-6	0.6
- Cc1ccc(C(=O)NC(=S)Nc2ccc3c(c2)OCCO3)c(C)c1
  -4	-2	-2	-22	5	-11	-7	-10	0.0
- COC(=O)c1ccc(CNC(=O)COC(=O)Cc2ccsc2)cc1
  -8	0	2	4	-3	-2	-8	-6	1.0
- COC(=O)c1cc2ccsc2n1CC(=O)Nc1ccc(N(C)C)cc1
  -13	1	-4	-1	0	-1	-13	-21	0.3
- Cc1cccc(SCC(=O)Nc2ccc3c(c2)OCCO3)c1
  -6	1	7	-1	-10	5	-13	-1	0.7
- COc1ccc(NC(=O)COC(=O)/C=C/c2ccccc2[N+](=O)[O-])cc1
  -5	0	-6	-3	13	3	-18	-5	-0.1
- COc1ccc(/C=N\Nc2ccccc2[N+](=O)[O-])c(C(=O)O)c1OC
  -2	2	7	2	-8	1	0	-12	5.6
- Cc1ccc(CS(=O)(=O)Cc2ccc(C(=O)NCc3ccccn3)o2)cc1
  -4	0	6	-3	-6	1	-6	-8	0.8
- COc1ccc(C(=O)CC(SCC(NC(C)=O)C(=O)O)c2ccc(Cl)cc2)cc1OC (stereo not given)
  -7	2	1	-13	-7	-10	-30	-7	0.6
- COc1ccc(C(=O)NCC(c2cccnc2)N2CCN(c3ccccc3)CC2)cc1OC (stereo not given)
  -4	3	5	-5	-7	-2	-14	-2	0.4
- O=C(O)c1ccc2c(c1)ncn2C1CCCC1
  -4	-1	12	-6	-10	5	2	-10	0.6
- COc1ccc(Cc2nn3c(-c4ccccc4Br)nnc3s2)cc1
  7	6	10	-2	-21	-14	-12	-16	4.1
- CCNc1nc(NC(C)C)nc(OCCOC(=O)c2ccccc2)n1
  -4	9	6	-3	-4	-3	-20	-4	0.1
- COc1ccc(-c2n[nH]c(C)c2-c2ccc(Cl)cc2)c(O)c1
  -2	-1	5	-29	-10	4	98*	0	0.0
- CNc1nc(N/N=C/c2cc3c(cc2[N+](=O)[O-])OCO3)nc(Nc2ccccc2)n1
  -3	9	-1	-1	3	1	-24	-11	2.0
- Cc1c([N+](=O)[O-])c([N+](=O)[O-])nn1CC(=O)N1CCOCC1
  -3	0	6	-12	0	3	-13	-1	0.2
- CN(NC(=O)Nc1ccc(Cl)cc1)c1c(Cl)c(Cl)nn1C
  -11	1	-10	-7	13	4	-10	-2	0.3
- CC1CCC(NC(=O)c2cccn2C)CC1 (stereo not given)
  -2	1	2	.	-2	-13	.	8	0.0
- COc1ccc2c(Cn3cnc4cc([N+](=O)[O-])ccc4c3=O)cc(=O)oc2c1
  -5	3	5	-4	-8	7	6	-5	1.6
- CC(=O)Nc1ccc(-c2ccnc3c2CC(C)(C(=O)Nc2ccccc2)O3)cc1 (stereo not given)
  -2	1	2	.	4	9	.	-1	1.2
- COc1ccc(NCc2nnc(SCC(=O)NCc3ccccc3)n2-c2ccccc2OC)cc1
  -3	1	12	-18	-10	-3	-15	-15	0.6
- CCOC(=O)CCCSc1nc2sc3c(c2c(=O)[nH]1)CCC3
  -5	1	-1	-1	9	-12	-16	21	-0.4
- O=C(NCc1ccccc1)N1CCC(Cc2ccccc2)CC1
  -2	0	0	-8	-3	-4	-18	-8	0.3
- COc1cccc(-c2noc(CCC(=O)Nc3cccnc3)n2)c1
  4	5	1	-14	-27	-9	-1	-7	4.8
- O=C(Nc1c(-c2ccccc2)nc2ccccn12)c1ccco1
  -1	0	10	3	-3	-4	-20	-14	0.8
- COc1cc(-c2noc(C)c2C(=O)NCc2ccc3c(c2)OCO3)cc(OC)c1OC
  -7	5	0	6	0	-6	-28	-12	-0.1
- Cc1ccc(NS(=O)(=O)c2cc(C(=O)NCc3ccccn3)ccc2Cl)cc1
  -8	2	4	-4	-10	4	-26	-12	1.6
- Cc1cc(NC(=O)c2ccc3c(c2)C(=O)N(C2CCCCC2)C3=O)no1
  -2	0	5	0	-7	-3	-11	-10	-0.5
- Cc1nc(N2CCN(C(=O)c3ccco3)CC2)c(C#N)c2c1CCCC2
  -1	8	-10	-4	12	-6	-12	0	2.7
- O=C(C(=Cc1ccc(F)cc1)C(=O)c1ccccc1)c1ccccc1
  -3	-3	11	.	3	2	.	8	-0.3

Further records.
Order of results – M1 ag	M4 ag	M1 PAM	OXTR potentiate	CHRM1 antagonist	CHRM4 antagonist	CHO parental Ca	CHO-K1 Ca antag	M1 ag parental
- CCCN1CCC(N(C)CCc2ccc(OC)c(OC)c2)CC1
  -13	2	6	2	-12	-7	-3	-16	0.7
- CCCCCCOC(=O)C(C#N)c1nc2ccccc2nc1N1CCOCC1 (stereo not given)
  -4	-1	10	1	-11	-6	-5	-9	0.7
- COc1cc(Nc2cccc[n+]2C)cc(OC)c1OC
  -4	1	8	-9	-13	-2	-2	-12	1.5
- Cc1ccccc1CN1CCN(CC(=O)NCCCN2CCN(c3ccc(F)cc3)CC2)C1=O
  0	4	-2	-16	0	-6	-12	29*	0.5
- CC(C)(C)NC(=O)COC(=O)Cc1ccc(Cl)cc1
  -3	1	5	-5	-21	-5	-9	-12	0.3
- CCN(CC)CCNc1nc(-n2nc(C)cc2C)nc2sc3c(c12)CC(C)(C)OC3
  -8	3	-7	-3	6	4	5	-10	1.4
- COCCN1C=C2C(=O)C(C)(OC(=O)CCc3ccccc3)C(=O)C=C2C=C1c1ccc(C#N)cc1 (stereo not given)
  -5	2	11	-6	-3	-1	-21	-12	1.1
- O=C(O)CCCCC1SCC2NC(=O)NC21 (stereo not given)
  -2	1	2	0	-1	-1	-4	-6	0.4

Screens deposited in PubChem by The Scripps Research Institute Molecular Screening Center.
